AGP1 TOR yeast = modulators of TOR pathway AGP1-GFP in S. cerevisiae | S. cerevisiae AGP1-GFP multiplex flow cytometry, 3 h; GFP as percent of DMSO wells | GFP response vs DMSO, % at 10 µM | hit rate 0.02% among 320,000 | AID 2066;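 active means GFP response relative to DMSO above a set limit, near screen average plus 3 SD, cut at about 150% in these data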;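 further: median GFP channel fluorescence of the gated AGP1 strain per well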
Efflux pump inh = inhibitors of Candida antifungal efflux pumps expressed in yeast. S. cerevisiae Candida pump triplex, Nile Red efflux. inhibition, % at 10 µM. hit rate 0.44% among 330,000. AID 485275;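 active means plate passing quality check with inhibition over a set limit, or well fluorescence over plate mean plus 4 SD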;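 further: Nile Red retained in pooled yeast measured as flow cytometry median fluorescence; 0% = buffer negative control and 100% = Enniatin B positive control; higher means more Nile Red kept so more efflux inhibition; some compounds called inactive have numbers as strong as hits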
MEP2-GFP yeast = yeast TOR pathway MEP2-GFP modulation; S. cerevisiae MEP2-GFP strain, flow cytometry GFP, 3 h; 100% = DMSO control level; hit rate 0.51% among 330,000; GFP response vs DMSO, % at 10 µM;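 active means GFP response versus DMSO above a set limit, roughly screen mean plus 3 SD, cut at about 180% in these data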;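 further: median GFP fluorescence of the barcode-gated MEP2-GFP cells per well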
Yeast superoxide = lowers age-related superoxide in aged yeast cells; hit rate 0.18% among 330,000; AID 2690; superoxide response (% of plate mean), % at 10 µM; S. cerevisiae aged cells, superoxide DHE fluorescence; stronger effect = lower value;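 active means superoxide response under a set limit, about three screen SD below normal, cut at about 65% in these data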;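 further: yeast aged for seven days with compound at 30 °C before DHE staining; 100% = average MFI of all compound-treated wells on the plate with controls excluded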
CIT2-GFP yeast = modulators of TOR pathway CIT2-GFP in S. cerevisiae | S. cerevisiae CIT2-GFP strain, flow cytometry, 3 h; 100 means same as DMSO wells | GFP response vs DMSO, % at 10 µM | hit rate 0.065% among 320,000 | AID 2029;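 active means GFP response relative to DMSO above a set limit, near the screen mean plus 3 SD, cut at about 150% in these data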;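 further: ratio of well median GFP fluorescence to mean of DMSO wells on the plate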
AHR activator = human AHR activation; P35869; hit rate 2.5% among 320,000; AID 2796; activation, % at 5 µM; AHR-responsive luciferase reporter cells, luminescence; in the data active means activation above about 47%;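 further: 0% = vehicle wells and 100% = reference agonist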
Target sequence (P35869 whole entry, looked up): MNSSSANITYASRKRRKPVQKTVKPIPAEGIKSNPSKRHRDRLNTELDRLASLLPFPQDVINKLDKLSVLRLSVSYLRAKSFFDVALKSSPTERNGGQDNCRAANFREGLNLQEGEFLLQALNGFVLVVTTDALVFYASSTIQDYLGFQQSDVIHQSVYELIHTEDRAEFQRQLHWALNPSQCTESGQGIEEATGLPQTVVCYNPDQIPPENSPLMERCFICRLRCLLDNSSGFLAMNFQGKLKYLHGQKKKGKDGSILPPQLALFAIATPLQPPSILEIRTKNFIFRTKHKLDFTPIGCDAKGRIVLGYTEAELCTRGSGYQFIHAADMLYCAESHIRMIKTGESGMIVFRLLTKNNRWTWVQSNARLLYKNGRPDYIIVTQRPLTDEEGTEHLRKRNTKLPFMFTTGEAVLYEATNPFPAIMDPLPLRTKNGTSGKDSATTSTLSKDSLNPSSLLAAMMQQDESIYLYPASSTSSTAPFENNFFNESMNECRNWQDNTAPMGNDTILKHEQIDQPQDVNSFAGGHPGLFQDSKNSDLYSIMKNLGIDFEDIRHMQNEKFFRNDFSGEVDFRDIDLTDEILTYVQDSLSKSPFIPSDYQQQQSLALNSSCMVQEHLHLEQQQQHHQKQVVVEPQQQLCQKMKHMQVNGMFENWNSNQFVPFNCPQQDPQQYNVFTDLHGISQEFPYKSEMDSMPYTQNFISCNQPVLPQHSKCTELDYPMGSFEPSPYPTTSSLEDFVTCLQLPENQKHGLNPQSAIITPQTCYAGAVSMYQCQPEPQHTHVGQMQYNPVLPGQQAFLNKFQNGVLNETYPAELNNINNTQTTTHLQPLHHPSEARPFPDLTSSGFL
LAP4 TOR yeast = modulators of TOR pathway LAP4-GFP in S. cerevisiae. S. cerevisiae LAP4-GFP multiplex, flow cytometry GFP, 3 h; median GFP as percent of DMSO wells. GFP response vs DMSO, % at 10 µM. hit rate 0.34% among 320,000. AID 2023;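 active means GFP response vs DMSO above a set limit, about the screen mean plus 3 SD, cut at about 150% in these data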
RPL19A TOR yeast = alters RPL19A-GFP fluorescence in TOR pathway yeast screen; percent response vs DMSO, % at 10 µM; hit rate 0.3% among 330,000; S. cerevisiae RPL19A-GFP strain, flow cytometry, 3 h; stronger effect = lower value;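 active means percent response vs DMSO below 50%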;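 further: median channel GFP fluorescence of the barcoded RPL19A-GFP strain; ratio of sample median GFP to plate DMSO average so 100% = DMSO; lower means less RPL19A-GFP as with rapamycin TOR inhibition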
An asterisk follows results filed as active; x = no result given.

SMILES | AGP1 TOR yeast | Efflux pump inh | MEP2-GFP yeast | Yeast superoxide | CIT2-GFP yeast | AHR activator | LAP4 TOR yeast | RPL19A TOR yeast
Cc1ccc(NC(=O)CCN2C(=O)c3cccc([N+](=O)[O-])c3C2=O)c(Br)c1 | 93 | 0.1 | 100 | 94 | 100 | 14 | 86 | 102
CCC/C(C)=C/c1ccc(CC)cn1 | 100 | 0.0 | 104 | 87 | 95 | x | 84 | 104
Cc1cc(C)c(C)c(S(=O)(=O)N2CCN(C(=O)CCc3nc4ccccc4c(=O)[nH]3)CC2)c1C | 98 | -0.1 | 89 | 104 | 98 | 6 | 88 | 102
CN(CC(=O)Nc1ccccc1C(F)(F)F)C(=O)CCc1nc2ccccc2c(=O)[nH]1 | 104 | -0.1 | 89 | 93 | 95 | 3 | 103 | 98
COc1ccc([C@H]2CC(=O)C=C(c3ccc(Cl)c(Cl)c3)C2)cc1 | 100 | 0.1 | 95 | 112 | 99 | 0 | 114 | 99
CCc1cc2c(=O)n(CC(=O)NCCc3ccc(OC)c(OC)c3)cnc2s1 | 101 | -0.1 | 97 | 89 | 87 | 0 | 100 | 96
Cn1c(=O)c2c(nc(Sc3ncccn3)n2Cc2ccccc2Cl)n(C)c1=O | 102 | -0.1 | 102 | 69 | 102 | -2 | 111 | 97
Cn1c(=O)c2c(O)c([N+](=O)[O-])c(=O)n(C)c2n(C)c1=O | 106 | 0.5 | 98 | 99 | 103 | 0 | 108 | 99
N#C/C(=C\c1ccc(-c2ccccc2C(=O)O)o1)c1nc2ccccc2[nH]1 | 104 | 0.0 | 113 | 99 | 104 | 14 | 112 | 104
COCC(=O)N1CCC(Oc2ccc(C(=O)N[C@H](C(=O)OC)C(C)C)cc2)CC1 | 103 | 0.2 | 106 | 103 | 102 | -3 | 92 | 105
CC(C)c1nnc(NC(=O)CCC(=O)Nc2ccc(Cl)cc2)s1 | 109 | -0.2 | 107 | 88 | 116 | 4 | 97 | 105
CNS(=O)(=O)c1cccc(C(=O)OCc2cc(Cl)cc3c2OCOC3)c1 | 101 | -0.1 | 97 | 109 | 100 | 0 | 94 | 99
Cc1ccc(OCC(=O)NC(=S)Nc2ccc(S(=O)(=O)Nc3cc(C)on3)cc2)c(Br)c1 | 96 | 0.0 | 101 | 120 | 94 | 3 | 70 | 112
Cc1ccc(S(=O)(=O)NCC(=O)OC(C)C(=O)NC(=O)NC2CCCCC2)cc1C (configuration not stated) | 104 | -0.2 | 104 | 96 | 92 | 0 | 100 | 102
C=CCOc1ccc(C2NC(=S)NC(C)=C2C(=O)c2ccccc2)cc1OC (configuration not stated) | 103 | 0.5 | 93 | 95 | 94 | 1 | 92 | 97
Cn1c2c(c(=O)n(C)c1=O)C(NS(=O)(=O)c1ccc(Cl)cc1)(C(F)(F)F)C(=O)N2 (configuration not stated) | 86 | 0.1 | 92 | 101 | 87 | 0 | 89 | 86
Fc1ccc(-c2csc3ncnc(N4CCN(c5ccccc5)CC4)c23)cc1 | 97 | 0.4 | 100 | 95 | 103 | 2 | 102 | 105
O=C(COC(=O)/C=C/c1cccc(Cl)c1Cl)Nc1ccc2[nH]c(=O)[nH]c2c1 | 93 | -0.1 | 107 | 117 | 101 | 1 | 90 | 99
CCOC(=O)N1CCN(c2cc(N)c([N+](=O)[O-])cc2F)CC1 | 86 | -1.8 | 103 | 102 | 92 | -8 | 105 | 94
CCc1nnc(NC(=O)CN2CCN(C(=O)c3ccccc3)CC2)s1 | 98 | 0.1 | 96 | 96 | 103 | -3 | 90 | 104
COc1ccc(-c2csc(Nc3ccccn3)n2)cc1OC | 87 | 0.0 | 100 | 101 | 88 | -10 | 98 | 98
CCN1C(=O)C(=O)N(CC(=O)c2cc(C)n(C3CC3)c2C)C1=O | 93 | 0.2 | 91 | 111 | 89 | 0 | 97 | 92
Nc1cccc(-n2nnnc2CN2CCOCC2)c1 | 94 | -0.2 | 102 | 96 | 102 | -2 | 88 | 99
Cc1ccc(C(=O)C2CCN(CC(=O)N3CCN(c4ccc(F)cc4)CC3)CC2)cc1 | 97 | 0.0 | 99 | 99 | 96 | -2 | 101 | 90
Cc1csc(OCc2ccc(C#N)cc2)n1 | 108 | 0.0 | 105 | 99 | x | 3 | 105 | 108
Cc1cccc(NC(=O)CNC(=O)c2ccc3nc[nH]c3c2)c1C | 101 | 0.1 | 99 | 118 | 95 | 0 | 104 | 97
COc1cc(C(=O)N2CCC(n3cnc4cc(F)ccc43)CC2)cc(OC)c1OC | 105 | -0.1 | 99 | 105 | 96 | -3 | 103 | 103
CCN(Cc1cccs1)C(=O)CN1C(=O)NC2(CCCc3ccccc32)C1=O (configuration not stated) | 96 | 0.1 | 97 | 117 | 85 | -1 | 98 | 95
O=S(=O)(c1ccccc1)c1cnc(-c2ccccc2)nc1N1CCCC1 | 91 | 0.1 | 89 | 98 | 79 | 1 | 114 | 95
O=S(=O)(Nn1c(O)c(C=C2N=c3ccccc3=N2)sc1=S)c1ccccc1 | 97 | -0.3 | 106 | 96 | 97 | 22 | 97 | 101
Cc1cc(C)cc(NC(=O)Cn2nnc(C(=O)NCc3ccc(F)cc3)c2N)c1 | 101 | 0.0 | 98 | 141 | 100 | 4 | 96 | 99
COc1ccc(S(=O)(=O)N(CC(=O)NC2CC2)c2ccc(C)cc2)cc1OC | 99 | 0.1 | 97 | 103 | 94 | 4 | 101 | 101
CC(=O)N(Cc1ccc(F)cc1)c1cccc(C)c1C | 102 | 0.0 | 105 | 124 | 106 | 2 | 96 | 107
O=C(COC(=O)C(Cc1ccccc1)NC(=O)c1ccco1)NC1CC1 (configuration not stated) | 107 | 0.0 | 116 | 98 | 108 | 0 | 112 | 103
O=C(COC(=O)Cc1cccs1)NCc1ccc(F)cc1 | 73 | 1.9 | 91 | 102 | 85 | 1 | 71 | 96
C=CCn1c(COc2cccc(C)c2)nnc1SCn1nnc2ccccc2c1=O | 93 | -0.2 | 114 | 109 | 102 | 12 | 98 | 99
C#CCOC(=O)CN1C(=O)c2cccc3cccc(c23)C1=O | 102 | 0.0 | 122 | 100 | 107 | -1 | 102 | 100
OCCn1nc(-c2ccccc2)cc1-c1ccccc1 | 95 | 0.0 | 106 | 101 | 105 | 10 | 103 | 105
COc1ccc(C(=O)/C=C/c2ccc(OC)c(Cn3nnc4ccccc43)c2)cc1 | 101 | 1.4 | 93 | 86 | 92 | 5 | 102 | 100
Cc1nc(Nc2cccc(O)c2)c2oc3ccccc3c2n1 | 92 | 0.1 | 113 | 96 | 101 | x | 107 | 99
CCN(CC)c1ccc(NC(=O)/C=C/c2cc(Br)ccc2OC)cc1 | 91 | 0.1 | 98 | 116 | 97 | 55* | 110 | 96
Cn1c(=O)c(C(=O)CN2CCCCC2)c(N)n(Cc2ccccc2)c1=O | 105 | 0.0 | 111 | 100 | 106 | 0 | 96 | 98
Cc1cccc2c1CC(C)(C)N=C2C1=C(O)CCCC1=O | 102 | 0.0 | 98 | 106 | 100 | 7 | 105 | 100
N#Cc1ccccc1Sc1ccccc1C(=O)Nc1ccccc1 | 94 | 0.2 | 95 | 130 | 108 | -1 | 94 | 96
COc1cccc(NC(=O)c2cc(-c3ccncc3)nc3c(C)cc(C)cc23)c1 | 87 | 0.1 | 101 | 125 | 88 | 43 | 99 | 96
CCOc1ccc(CC(=O)NC2CC(C)(C)N(C)C(C)(C)C2)cc1OCC | 99 | 0.3 | 99 | 104 | 92 | 3 | 104 | 98
COc1ccc(C2=NOC(Cn3nc(C(=O)NCC4CC4)cc3-c3ccccc3)C2)cc1 (configuration not stated) | 100 | 0.0 | 100 | 98 | 95 | -1 | 99 | 97
O=C(N/N=C\c1cc(Br)ccc1O)c1ccc(S(=O)(=O)N2CCCCC2)cc1 | 108 | -0.3 | 109 | 103 | 102 | 15 | 89 | 107
COc1ccc(OC)c(/C=N/NC(=O)c2cccc3ccccc23)c1 | 102 | 0.0 | 103 | 101 | 96 | 30 | 107 | 100
O=C(Nc1cc(-c2ccccc2)[nH]n1)c1ccccc1F | 87 | 0.0 | 84 | 73 | 62 | 2 | 129 | 91
O=c1[nH][nH]c(=O)c2c(NS(=O)(=O)c3ccccc3)cccc12 | 98 | 0.0 | 100 | 111 | 100 | 0 | 99 | 95
CN(C)c1ccc(P(=O)(CC(=O)N/N=C/c2ccc(C#N)cc2)OCCCl)cc1 (configuration not stated) | 91 | 0.0 | 96 | 107 | 105 | 3 | 90 | 103
CCNc1nc(NCC)nc(N(CC)C(N)=S)n1 | 117 | -0.3 | 116 | 87 | 113 | 5 | 120 | 107
CN(C)S(=O)(=O)c1ccc(C(=O)Nc2nnc(-c3ccc4c(c3)CCCC4)o2)cc1 | 100 | 0.3 | 101 | 99 | 104 | 5 | 97 | 99
COC(=O)[C@@H](C)NC(=O)c1ccc2oc(CCc3ccccc3)nc2c1 | 104 | 0.0 | 112 | 108 | 107 | 8 | 101 | 105
CCOC(=O)C1(CC2CCCCO2)CCN(C(=O)Nc2ccc(C)c(C)c2)CC1 (configuration not stated) | 102 | -0.1 | 99 | 94 | 105 | 5 | 98 | 98
O=C(c1ccco1)N1CCN(Cc2cc(=O)c(OCc3ccccc3Cl)co2)CC1 | 105 | -0.1 | 95 | 96 | 95 | -1 | 104 | 98
O=C1[C@@H]2[C@H](C(=O)N1n1cnnc1)[C@H]1C=C[C@@H]2C1 | 100 | 0.1 | 97 | 106 | 100 | 0 | 99 | 98

11 entries from above, set out differently:
SMILES,AGP1 TOR yeast,Efflux pump inh,MEP2-GFP yeast,Yeast superoxide,CIT2-GFP yeast,AHR activator,LAP4 TOR yeast,RPL19A TOR yeast
COc1ccc(C2=NOC(Cn3nc(C(=O)NCC4CC4)cc3-c3ccccc3)C2)cc1 (configuration not stated),100,0.0,100,98,95,-1,99,97
O=C(N/N=C\c1cc(Br)ccc1O)c1ccc(S(=O)(=O)N2CCCCC2)cc1,108,-0.3,109,103,102,15,89,107
COc1ccc(OC)c(/C=N/NC(=O)c2cccc3ccccc23)c1,102,0.0,103,101,96,30,107,100
O=C(Nc1cc(-c2ccccc2)[nH]n1)c1ccccc1F,87,0.0,84,73,62,2,129,91
O=c1[nH][nH]c(=O)c2c(NS(=O)(=O)c3ccccc3)cccc12,98,0.0,100,111,100,0,99,95
CN(C)c1ccc(P(=O)(CC(=O)N/N=C/c2ccc(C#N)cc2)OCCCl)cc1 (configuration not stated),91,0.0,96,107,105,3,90,103
CCNc1nc(NCC)nc(N(CC)C(N)=S)n1,117,-0.3,116,87,113,5,120,107
CN(C)S(=O)(=O)c1ccc(C(=O)Nc2nnc(-c3ccc4c(c3)CCCC4)o2)cc1,100,0.3,101,99,104,5,97,99
COC(=O)[C@@H](C)NC(=O)c1ccc2oc(CCc3ccccc3)nc2c1,104,0.0,112,108,107,8,101,105
CCOC(=O)C1(CC2CCCCO2)CCN(C(=O)Nc2ccc(C)c(C)c2)CC1 (configuration not stated),102,-0.1,99,94,105,5,98,98
O=C(c1ccco1)N1CCN(Cc2cc(=O)c(OCc3ccccc3Cl)co2)CC1,105,-0.1,95,96,95,-1,104,98
